From PubChem BioAssay
APJ ag: agonists of human APJ apelin receptor | P35414 | 330,000 tested, 0.11% active | CHO-K1 APJ PathHunter beta-arrestin, luminescence; 0% DMSO wells, 100% apelin | activation, % at 20 µM;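 active means activation more than six SD over the plate average, tested at 20 µM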;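 further: 0% = DMSO alone and 100% = apelin-13 at 10 nM; some results filed as inactive read as strong as hits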
Target sequence (P35414 whole entry, looked up): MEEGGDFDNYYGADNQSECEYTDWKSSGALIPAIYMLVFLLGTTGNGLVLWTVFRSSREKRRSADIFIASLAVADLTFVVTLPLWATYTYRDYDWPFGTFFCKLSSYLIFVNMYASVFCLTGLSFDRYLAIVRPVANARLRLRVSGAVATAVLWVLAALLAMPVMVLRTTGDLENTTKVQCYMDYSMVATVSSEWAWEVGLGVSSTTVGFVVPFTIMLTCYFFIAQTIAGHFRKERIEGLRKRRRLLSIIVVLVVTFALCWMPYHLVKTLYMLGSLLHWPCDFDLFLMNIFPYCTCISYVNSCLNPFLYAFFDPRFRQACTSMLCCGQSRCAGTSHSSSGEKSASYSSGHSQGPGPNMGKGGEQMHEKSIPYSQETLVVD
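assay system = CHO-K1 APJ beta-arrestin complementation cell line | input = cell density 1000 per well | dosing = compound 20 µM once, DMSO 1% | timing = compound 90 min 25 °C, reagent 1 h | measured by = luminescence from split beta-galactosidase complementation, Galacton Star/Emerald II substrate | read-out basis = APJ agonist activity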
MPTP block: permeability transition pore inhibition. 360,000 tested, 1.4% active. isolated mouse mitochondria, Ca2+ swelling absorbance, 30 min. inhibition, % at 10 µM. AID 602449;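 active means inhibition of 50% or more, scaled per plate between neutral and stimulator controls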;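 further: 0% = DMSO wells given calcium and 100% = 1 mM EGTA wells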
NLRP3 yeast inh: inhibitors of NALP3 inflammasome in yeast; Yeast reconstituted NLRP3/ASC/caspase-1, beta-gal luminescence, 24 h; inhibition, % at 10 µM; 330,000 tested, 0.39% active; AID 2825;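 active means inhibition of 50% or more; inactive means inhibition below 50%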;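 further: plate controls were induced DMSO wells for no effect and uninduced yeast grown without galactose for full effect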
tim23-1 inh: tim23-1 yeast growth inhibition. S. cerevisiae tim23-1 growth, BacTiter-Glo luminescence, 24 h. 330,000 tested, 1.3% active. inhibition, % at 20 µM. AID 463212;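 active means growth inhibition of the mutant yeast at or above 50%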;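 further: temperature-sensitive mutant grown at 25 °C; plate controls were DMSO-treated mutant yeast for no effect and medium wells lacking yeast for full effect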
beta cell repl: induces beta-cell replication in MIN6 cells. MIN6 cells proliferation, ATPlite luminescence, 48 h; cells starved in 0.2% serum; 100% = growth in 10% serum. 330,000 tested, 0.29% active. proliferation, % at 10 µM;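 active means compounds whose signal lies at least 3.5 SD above the mean of all wells on their plate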;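 further: 0% = DMSO-treated cells in low-serum medium and 100% = 10% serum control; some compounds called inactive have numbers as strong as hits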
tim10-1 inh: inhibits growth of tim10-1 mutant yeast; S. cerevisiae tim10-1 ts strain growth, BacTiter-Glo, 24 h; 330,000 tested, 2.2% active; AID 463190; inhibition, % at 20 µM;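 active means inhibition of at least 40%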;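 further: mutant grown at 25 °C; 0% = DMSO wells with yeast and 100% = wells holding no yeast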
APJ antagonist: antagonists of human APJ apelin receptor | CHO-K1 APJ beta-arrestin complementation, luminescence | inhibition, % at 20 µM | AID 2521 | P35414 | 330,000 tested, 0.32% active;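 active means inhibition above about 40% at 20 µM, limit read from the data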;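 further: cells challenged with 10 nM apelin-13 agonist together with compound; plate controls were apelin-13 plus DMSO wells for no effect and DMSO wells lacking apelin-13 for full effect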
NR3A LBD binder: modulators (binders) of human NR3A ligand-binding domain. NR3A LBD differential scanning fluorimetry, Tm shift; 0% = protein alone, 100% = glycine-bound protein. Tm shift relative to glycine control, % at 25 µM. 340,000 tested, 2.5% active. AID 1259313;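 active means melting temperature shift of at least 10% of the positive control shift, at one fixed dose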
TIM10 inh: inhibits growth of TIM10 yeast strain; S. cerevisiae TIM10 strain growth, BacTiter-Glo luminescence, 24 h; inhibition, % at 10 µM; 330,000 tested, 1.4% active;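 active means inhibition of 40% or more at the single tested concentration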;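 further: wild-type TIM10 isogenic control strain grown at permissive 25 °C; 0% = DMSO yeast wells and 100% = minimal medium wells without yeast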
* marks the source's active call; other numbers are inactive results; x = not tested or not shown.

SMILES	APJ ag	MPTP block	NLRP3 yeast inh	tim23-1 inh	beta cell repl	tim10-1 inh	APJ antagonist	NR3A LBD binder	TIM10 inh
Cc1c(C(=O)NNC(=O)c2cccnc2)cccc1[N+](=O)[O-]	-1	-0.5	11	-8	1	-21	-12	1	1
CCCc1cc(=O)[nH]c(SCC(=O)Nc2ccc(C)cc2)n1	-3	0.4	13	-1	1	22	-6	-1	9
CCCNC(=O)C(Cc1cccc(Br)c1)NC(=O)c1ccc(C#N)cc1 (stereo unspecified)	-2	-0.1	18	8	-1	-6	6	-3	-9
COc1ccc(OC)c(CNC(=O)CCc2cn(C)c3ccccc23)c1	-6	0.0	-1	35	2	13	-10	-2	18
COC(=O)c1[nH]c2ccc(Br)cc2c1NC(=O)CN1CCCc2ccccc21	-1	1.9	14	35	-3	46*	0	1	23
CC(C)(C)C1CCc2nc(NC(=O)Cc3cn4ccsc4n3)sc2C1 (stereo unspecified)	-1	-12	-22	47	-4	57*	14	-4	30
O=S(=O)(NCc1cc(-c2ccccc2Cl)no1)c1ccc(Cl)cc1	4	8.2	17	27	-3	40	-5	-8	32
CCCCCOc1ccc(C(C)(O)C(CN2CCOCC2)c2ccccc2)cc1 (stereo unspecified)	-1	1.9	17	25	-6	0	1	5	25
COc1ccc(NC(=O)C(c2ccc(OC)cc2)N(C)C(=O)c2cnccn2)cc1 (stereo unspecified)	-3	-2.8	12	0	-1	8	17	1	19
O=C(CSc1cn(CCNC(=O)c2c(F)cccc2F)c2ccccc12)NCC1CCCO1 (stereo unspecified)	-5	-1.0	3	12	-1	4	0	2	4
COc1ccc(CC(NC(C)=O)C(=O)NC2CCN(C(=O)NCc3ccccc3)CC2)cc1OC (stereo unspecified)	-5	-1.6	16	7	0	0	1	-2	-10
CC(C)c1nc2sc3c(=O)[nH]c(=S)[nH]c3c2c2c1CCCC2	1	36	-6	28	-4	18	-13	0	17
CCOc1ccccc1C(=O)NCC(=O)OCC(=O)c1ccc2c(c1)OCCO2	-4	-0.8	2	-14	-2	17	-13	-1	-19
Cc1cc(NCc2ccccn2)n2nc(C)c(-c3ccc(Cl)cc3)c2n1	1	-2.2	17	17	-4	18	-8	-4	27
Cc1ccc(NC2CCCN(C(=O)c3cc(C(C)C)[nH]n3)C2)cc1C (stereo unspecified)	-7	-0.2	14	8	-2	7	6	0	4
O=C(NCCS(=O)(=O)c1ccc(Br)cc1)c1ccc(Cl)cc1	-2	-1.4	20	12	2	7	-1	2	-10
O=[N+]([O-])c1ccc(NCc2ccc(Cl)cc2)nc1	-3	29	18	32	0	35	14	-1	20
Cc1ccc(/C(N)=N/OC(=O)CCc2ccccc2)cc1	0	0.7	18	75*	-1	46*	10	-13	55*
CCN(CC)CCCNC(=O)c1cn(CC(C)C)c(=O)c2c1c1ccccc1n2C	-4	-0.5	5	17	0	8	6	2	5
Cc1nonc1NCn1nnc2ccccc21	5	-1.4	7	13	-1	17	2	-1	6
O=c1[nH]ncc(N/N=C\c2ccc(O)cc2O)c1Cl	-1	1.0	23	3	1	0	-13	-13	6
Cn1nc([N+](=O)[O-])c(C(C#N)c2nc3ccccc3n2C)c(Cl)c1=O (stereo unspecified)	-4	33	22	15	-3	7	28	-7	9
CSc1nnc(-c2sccc2-n2cccc2)o1	-2	-2.3	10	18	2	5	-28	-1	3
COc1ccc(C(=O)COC(=O)c2ccc(NC(C)=O)cc2)cc1[N+](=O)[O-]	1	-1.2	11	14	0	13	-18	-4	8
Cc1ccc(S(=O)(=O)Nc2cccc(C(=O)NCC(c3ccco3)N3CCCCC3)c2)cc1F (stereo unspecified)	-4	0.7	18	14	-4	9	8	-2	10

New compounds follow:
SMILES	APJ ag	MPTP block	NLRP3 yeast inh	tim23-1 inh	beta cell repl	tim10-1 inh	APJ antagonist	NR3A LBD binder	TIM10 inh
CC(C)(C)NC(=O)CSCc1ccc(Br)cc1	-2	-1.9	23	2	0	7	-1	-1	-11
Cc1nn(CC#N)c(=O)n1-c1cccc(F)c1	0	3.8	10	-9	-1	12	5	-4	-11
COCCNC(=O)CN1CCCCCC1	-2	-0.5	10	2	-1	15	5	0	3
Cc1cc(C(=O)OCC(=O)NCc2ccco2)c(C)o1	-3	-0.6	5	-2	2	4	-14	1	-11
COc1ccc(N2CCN(c3nc(Cl)nc(N4CCOCC4)n3)CC2)cc1	0	1.0	30	-4	-3	-14	1	10	-6
C=CCn1c(O)c(C=Nc2ccccc2)sc1=S	-3	-1.2	17	3	-2	1	11	-4	13
COc1cc(C(=O)N(Cc2ccccn2)CC2CCCO2)cc(OC)c1OC (stereo unspecified)	-2	0.9	0	0	-2	12	-25	-1	3
Cc1cccc(C)c1NC(=S)NCCc1ccccn1	2	0.5	7	7	0	6	-8	-3	-1
COc1cccc(C(=O)N/N=C/c2ccc(OC3CSC3)cc2)c1	5	-6.9	8	5	-2	-7	-15	-6	2
CCOC(=O)C1CCCN(S(=O)(=O)c2cccc3cccnc23)C1 (stereo unspecified)	-1	-0.4	0	12	0	6	-18	-1	-1
Cc1ccc(NC(=O)CN(C)C(=O)CSc2n[nH]c(N)n2)cc1	0	-0.6	2	-8	3	1	20	10	-16
CC1CCN(c2nc3c(cc2C#N)COC(C)(C)C3)CC1	-3	0.5	20	6	-2	-24	2	1	-8
CN(C(=O)c1ccc(C#N)cc1)c1nnc(-c2cnccn2)s1	-6	0.5	3	-3	0	-20	7	-1	-3
COC(=O)COc1c(Cl)cc(Cl)c2ccc(C)nc12	2	-0.3	-7	23	-2	18	-9	-2	4
COc1ccc(NC(=O)c2sc(N3CCOCC3)nc2-c2ccccc2)c(OC)c1	-1	2.3	25	35	-1	34	8	-2	34
COc1ccc(NS(=O)(=O)c2ccc(NS(C)(=O)=O)cc2)cc1	3	-1.4	7	-8	-1	5	4	-3	-2
COc1ccccc1NC(=O)CCn1c(=O)sc2ccccc21	-1	-0.3	5	-2	-1	11	-3	-1	5
CCOC(=O)N1CCN(C(=O)c2ccc(Oc3ccc([N+](=O)[O-])cc3)cc2)CC1	-6	2.2	-2	27	0	38	-12	-1	12
CN(C)c1oc(-c2ccccc2Cl)nc1C#N	4	-0.4	36	28	-1	26	-5	-1	11
COc1ccc(NC(=S)NCc2ccc(S(N)(=O)=O)cc2)cc1OC	-1	-1.1	19	3	0	-7	-2	-4	8
O=C(Nc1cccc2ncccc12)c1cc2ccccc2o1	1	-12	20	26	-1	12	-3	1	4
N#C/C(=C\c1c(N2CCOCC2)nc2ccccn2c1=O)S(=O)(=O)c1ccccc1	-1	-1.5	8	29	-2	16	9	0	4
Cc1csc(SCC(=O)NC23CC4CC(CC(C4)C2)C3)n1	-2	0.5	11	26	-1	14	5	1	10
Cc1cccc2c(Cl)cc(=O)[nH]c12	-1	x	6	2	0	8	-21	x	-39
CCC(COC)NCc1cn(-c2ccc(F)cc2F)nc1-c1ccccc1C (stereo unspecified)	-5	1.2	13	25	-4	11	-7	-1	-9

(further entries)
SMILES	APJ ag	MPTP block	NLRP3 yeast inh	tim23-1 inh	beta cell repl	tim10-1 inh	APJ antagonist	NR3A LBD binder	TIM10 inh
COc1cc(Cl)ccc1OCc1cc(C(=O)NCC(C)c2ccccc2)no1 (stereo unspecified)	-6	3.1	33	33	-6	33	-18	3	14
Cc1cccc(OCC(=O)N2CCC3(CC2)CC(=O)c2ccccc2O3)c1	-1	-2.4	8	12	-3	9	10	0	17
CCOC(=O)c1cnc2ccc(C)cc2c1Sc1ccc(F)cc1	-2	1.5	7	28	-4	10	21	19*	4
COc1cccc(CNCc2cccc(Br)c2)c1OC	-5	1.8	14	4	-2	0	-8	1	-2
FC(F)(F)c1cccc(N2CCC(N=CN3CCCCCC3)=N2)c1	-3	0.7	26	15	3	16	-24	-1	9
COc1ccc(NC(=O)Nc2cccc3ccccc23)c(OC)c1	5	0.3	14	13	-1	13	13	-8	19
CCN(CC)CCn1c2c(c(SCC(=O)Nc3ccccc3Cl)nc1=O)CCCC2	6	-1.6	14	1	2	-18	28	0	-6
Cn1c(CNC(=O)c2ccc(Cl)cc2)nnc1SCC(=O)Nc1sc2c(c1C#N)CCCC2	6	11	-1	-7	0	2	-6	-1	-15
Cc1c(C(=O)N2CCOCC2)oc2ccccc12	2	0.4	-5	6	2	-7	3	-3	-6
NC(CO)C(=O)NNCc1ccc(O)c(O)c1O (stereo unspecified)	17	-2.1	28	3	-8	9	-7	-1	-9
CC(=O)N1CCc2cc(S(=O)(=O)NCCCOC(C)C)ccc21	5	-3.1	1	-12	-2	-4	5	-1	7
O=C(c1nnc(-c2ccncc2)o1)c1ccccc1Cl	4	0.2	-3	26	-3	21	5	2	28
Clc1ccc(-c2nnc(SCc3nc4ccccc4s3)o2)cc1	-3	2.0	38	-3	-1	5	-9	-1	-24
Cc1ccccc1C(=O)NNC(=O)Cc1ccccc1	0	-1.0	26	-5	-2	-9	10	-1	0
CCCCn1c(N)c(N(CCC(C)C)C(=O)CSc2nnc(C)s2)c(=O)[nH]c1=O	-3	-2.1	8	12	0	16	13	1	8
COc1ccccc1NC(=O)C1CCC(CNc2c(N3CCCCC3)c(=O)c2=O)CC1 (stereo unspecified)	-5	2.1	0	3	-3	10	-9	0	3
CC(=O)c1ccc(NC(=O)Nc2ccc([N+](=O)[O-])cc2C)cc1	-2	94*	7	-6	-6	4	14	8	15
CC(OC(=O)CCCC(=O)Nc1ccc(F)cc1)C(=O)c1ccccc1 (stereo unspecified)	0	-3.2	21	0	0	-9	-19	-1	-13
CC(=O)c1cn(-c2ccc(Cl)cc2)c(=O)n(Cc2ccc(F)cc2)c1=O	-1	2.4	-2	-4	0	9	5	-2	-3
COc1cccc(/C=N/NC(=O)c2cccs2)c1	1	2.0	31	30	-2	-19	-32	3	5
CCS(=O)(=O)N1CCc2nc(-c3ccccc3)sc2C1	-1	-0.7	10	14	-1	22	9	0	-6
CCCCS(=O)(=O)Nc1ccc(Cc2ccncc2)cc1	3	1.1	11	18	-1	24	7	4	23
Cc1onc(-c2c(Cl)cccc2Cl)c1NC(=O)NN(C)c1ccc([N+](=O)[O-])cn1	0	1.9	3	16	-2	8	4	4	-22
COc1ccc(-c2nc(CS(=O)CC(=O)N3CCOCC3)c(C)o2)cc1OC (stereo unspecified)	-2	-0.5	4	-4	1	-4	7	0	-9
O=C(Nc1cccnc1)c1cc(-c2cccc(Cl)c2)on1	-2	-2.2	42	-12	-3	-7	-7	2	2
COc1ccc(NC(=O)C(=O)N/N=C(\C)CC(=O)Nc2cc(C)ccn2)c(OC)c1	-5	-1.7	-2	14	-1	-10	2	0	0
Cc1ccccc1CN1CCN(CC2CC2)CC1CCO (stereo unspecified)	0	0.2	10	-3	-4	-14	8	1	-15
Cc1cccc(NC(=O)c2ccc3c(c2)C(=O)N(Cc2cccnc2)C3=O)c1C	0	1.5	20	-7	-1	-16	12	-2	-11
COc1ccccc1C(=O)NCC(=O)Nc1ccc2c(c1)OCO2	-1	-1.3	17	-12	2	-20	-34	2	-7
